Giardia FBPA inh: Giardia lamblia aldolase inhibition; purified Giardia FBPA; hit rate 0.71% among 290,000; Potency, µM (titrated, usually from 59.6 µM), without a hit: at the highest dose activity, negative = inhibition, most hits filed as inhibitors; AID 2451; A8B2U2; note: potency is the fitted concentration of half-maximal effect; nearly all actives have a fitted effect of over 55% in size
Target sequence (A8B2U2 whole entry, looked up): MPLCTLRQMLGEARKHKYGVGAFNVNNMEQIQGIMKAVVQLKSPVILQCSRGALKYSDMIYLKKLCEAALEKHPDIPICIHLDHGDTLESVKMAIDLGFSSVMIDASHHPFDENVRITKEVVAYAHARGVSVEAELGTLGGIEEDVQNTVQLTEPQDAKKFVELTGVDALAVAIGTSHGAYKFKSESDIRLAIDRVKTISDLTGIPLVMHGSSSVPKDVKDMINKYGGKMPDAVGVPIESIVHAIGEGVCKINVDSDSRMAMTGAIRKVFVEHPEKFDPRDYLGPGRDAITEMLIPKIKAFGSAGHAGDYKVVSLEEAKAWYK
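40 nM FBPA preincubated 10 min at RT with compound (up to 57.5 uM final), then substrate plus GAPDH/TPI/NAD/arsenate coupling and diaphorase/resazurin added. Fluorescence read after 20 min at RT, 525/598 nm.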
HCMV inh: blocks human cytomegalovirus replication; HFF cells, HCMV-luciferase reporter, 72 h; stronger effect = lower value; activity change, negative = inhibition, % at 57.5 µM; hit rate 4.5% among 410,000; AID 1259415; in the data active = activity change below about -60%; inconclusive = no clear call, values can overlap the other calls; inactive = above about -39%
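Compounds were evaluated in HFFs infected with an HCMV luciferase reporter virus (MOI 1 PFU/cell). Luciferase in lysates collected 72 h post infection served as the replication measure.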
Sm TGR inh: S. mansoni TGR enzyme inhibition; Q962Y6; purified TGR, DTNB reduction, TNB absorbance 405 nm; Potency, µM (series often up to 114 µM), without a hit: at the top dose activity change, negative = inhibition, most hits filed as inhibitors; hit rate 3% among 360,000; AID 485364; note: potency is the fitted concentration of half-maximal effect; nearly all actives have a fitted effect of over 60% in size
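First, TGR (20 nM dispensed) and NADPH were mixed with compound. Second, a 15 min room-temperature incubation followed. Third, further NADPH and then DTNB were added to start the reaction. Finally, TNB absorbance was monitored kinetically.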
AmpC detergent: blocks E. coli AmpC beta-lactamase in detergent assay. P00811. AmpC hydrolysis of nitrocefin, absorbance 480 nm, 0.01% Triton. Potency, µM (series often up to 114 µM), for the others: at the top dose activity change, negative = inhibition, hits mostly inhibitors. hit rate 0.041% among 370,000;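 note: potency is the fitted concentration of half-maximal effect; 0% = no-compound wells and -100% = no-enzyme wells; nearly all actives have a fitted effect of over 25% in size; some results filed as inactive show a strong effect at the top dose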
Target sequence (P00811 whole entry, looked up): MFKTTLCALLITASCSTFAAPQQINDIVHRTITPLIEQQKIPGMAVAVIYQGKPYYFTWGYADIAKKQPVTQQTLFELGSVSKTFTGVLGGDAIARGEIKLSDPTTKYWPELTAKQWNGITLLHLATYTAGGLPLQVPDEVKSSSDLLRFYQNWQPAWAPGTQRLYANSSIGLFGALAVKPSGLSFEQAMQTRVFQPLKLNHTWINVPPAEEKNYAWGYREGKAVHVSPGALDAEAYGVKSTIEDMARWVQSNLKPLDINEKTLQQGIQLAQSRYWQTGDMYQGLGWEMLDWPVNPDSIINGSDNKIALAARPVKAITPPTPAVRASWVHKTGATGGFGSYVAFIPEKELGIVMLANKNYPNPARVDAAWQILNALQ
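20 mM phosphate pH 7.0 + 0.01% (detergent screen) or 0.0001% Triton X-100; 5.3 nM AmpC reagent; cpd preinc 15 min RT; nitrocefin (800 uM stock) to start; A480 q20 s × 4 min; Activity was normalised to no-enzyme and no-compound control wells.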
AMA1-RON2 inh: AMA1-RON2 (P. falciparum) interaction inhibition. AlphaScreen AMA1-biotinylated RON2 peptide binding. Potency, µM (series often up to 58.2 µM), inactives show at the highest dose activity change, negative = inhibition, hits mostly inhibitors. hit rate 0.2% among 360,000. AID 720542;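 note: potency is the fitted concentration of half-maximal effect; 0% = vehicle wells and -100% = peptide control; nearly all actives have a fitted effect of over 45% in size; some results filed as inactive show a strong effect at the top dose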
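AMA1 (3D7) with his tag at 25 nM final met compounds first, then biotinylated RON2 peptide at 25 nM; detection used donor plus acceptor beads, 10 µg/mL apiece, read by AlphaScreen after 30 min at room temperature.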
AmpC inh no detg: inhibitors of E. coli AmpC beta-lactamase without detergent. hit rate 0.52% among 330,000. P00811. Potency, µM (top dose mostly 57.1 µM), inactives show at the top dose activity change, negative = inhibition, usual class: inhibitors. AmpC nitrocefin hydrolysis, absorbance 480 nm, 0.0001% Triton;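 note: potency is the fitted concentration of half-maximal effect; plate controls were no compound for no effect and no enzyme for full effect; nearly all actives have a fitted effect of over 20% in size; some results filed as inactive show a strong effect at the top dose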
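AmpC (5.3 nM in the dispensed reagent) in 20 mM phosphate pH 7.0 with 0.01% (detergent screen) or 0.0001% Triton X-100 was preincubated with compounds for 15 min at room temperature. Nitrocefin was then added from an 800 uM solution, and hydrolysis was followed at 480 nm.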
Numbers without * were called inactive; [ ] = another dose, or the depositor's remark. Unless noted, calls come from the whole dose curve; as a rule, active = well fitted curve in the direction sought with a large enough effect; inconclusive = small, poorly fitted or top-dose-only effect, or another doubt; inactive = no such curve, though single readings can be large; an effect the other way counts as inactive or inconclusive. Unless noted, % is set by controls: 0 for no effect and ±100 for the full control effect.

For Cc1cccc(-c2noc(-c3ccc(N4CCN(C)CC4)c([N+](=O)[O-])c3)n2)c1 the results were HCMV inh -78*, Sm TGR inh -1% and AmpC detergent 29%.
Screening CC(C)=CC(=O)Nc1ccc(S(=O)(=O)Nc2ccccn2)cc1 returned Giardia FBPA inh 5%, HCMV inh -16, Sm TGR inh -1%, AmpC detergent -4%, AMA1-RON2 inh -3% and AmpC inh no detg -14%.
Screening COc1ccc(NC(=O)N(C)C[C@H]2Oc3c(NC(=O)c4nc5ccccc5s4)cccc3C(=O)N([C@@H](C)CO)C[C@H]2C)cc1 returned HCMV inh -103*, AMA1-RON2 inh -3% and AmpC inh no detg 223%[activator].
CN1C(=O)C(c2ccccc2[N+](=O)[O-])C(=O)c2ccccc21 (centres undefined) was read as Giardia FBPA inh -14%, HCMV inh -15, Sm TGR inh -9%, AmpC detergent inconclusive, AMA1-RON2 inh 7% and AmpC inh no detg -6%.
CCCCc1ccc(NC(=O)Nc2c(C)n(C)n(-c3ccccc3)c2=O)cc1 was read as Giardia FBPA inh -4%, Sm TGR inh -25%, AmpC detergent 2%, AMA1-RON2 inh -13% and AmpC inh no detg -7%.
O=C(COc1ccc([N+](=O)[O-])cc1)Nc1cccc2cccnc12 was read as HCMV inh -28, Sm TGR inh 7% and AmpC detergent 19%.
For CCOC(=O)Cc1csc(NC(=S)NC(=O)c2ccc(Cl)cc2)n1 the results were Giardia FBPA inh inconclusive, HCMV inh -84*, Sm TGR inh -34%, AmpC detergent -3%, AMA1-RON2 inh 18% and AmpC inh no detg -35%.
Screening Nc1ccccc1Sc1nc2ccccc2[nH]1 returned Giardia FBPA inh -22%, HCMV inh 93, Sm TGR inh 7%, AmpC detergent -1%, AMA1-RON2 inh 71%[activator] and AmpC inh no detg -46%.
COC(=O)c1ccccc1NC(=O)Nc1cc(C(C)(C)C)on1 was read as Giardia FBPA inh -5%, HCMV inh -6, Sm TGR inh -7%, AmpC detergent -7%, AMA1-RON2 inh 2% and AmpC inh no detg -29%.
COc1cccc(NC(=O)C(C)n2c(=O)cc(C(F)(F)F)c3c(C)nn(C)c32)c1 (centres undefined) was read as HCMV inh -12, Sm TGR inh -3% and AmpC detergent 27%.
For CC(NC(=S)Nc1ccc(S(N)(=O)=O)cc1)c1ccc2c(c1)OCO2 (centres undefined) the results were Giardia FBPA inh 0%, HCMV inh -25, Sm TGR inh inconclusive, AmpC detergent -4%, AMA1-RON2 inh -3% and AmpC inh no detg -24%.
`O=C(Nc1cccc(CNCCc2c[nH]c3ccccc23)c1)c1ccccc1Cl` gave Giardia FBPA inh inconclusive, HCMV inh -2, Sm TGR inh inconclusive, AmpC detergent 1%, AMA1-RON2 inh inconclusive and AmpC inh no detg -26%.
For Cc1cc(=O)oc2cc(OCC(=O)Nc3c(C(C)C)cccc3C(C)C)ccc12 the results were HCMV inh -25, Sm TGR inh -7% and AmpC detergent -2%.
CC1(C)C(C(=O)N2CCN(c3ccc(Cl)cc3)CC2)C1(C)C was read as Giardia FBPA inh 1%, HCMV inh -20, Sm TGR inh 4%, AmpC detergent 5%, AMA1-RON2 inh -4% and AmpC inh no detg 56%.
CCC/C(=N\NC(=O)CNC(=O)c1ccc(Cl)cc1)c1ccccc1 was read as Giardia FBPA inh 2%, HCMV inh 12, Sm TGR inh 1%, AmpC detergent 7%, AMA1-RON2 inh 6% and AmpC inh no detg -18%.
`O=C(O)c1ccc(N2C(=O)CC(N3CCN(c4cccc(C(F)(F)F)c4)CC3)C2=O)cc1` (centres undefined) gave Giardia FBPA inh 2%, HCMV inh -14, Sm TGR inh 89µM*, AmpC detergent 4%, AMA1-RON2 inh 0% and AmpC inh no detg -10%.
`O=C(N/N=C/c1ccncc1)c1cccc(N/N=C/c2ccncc2)c1` gave Giardia FBPA inh 2%, HCMV inh 19, Sm TGR inh 6%, AmpC detergent 2%, AMA1-RON2 inh 0% and AmpC inh no detg -47%.
For Cc1nc(C(F)(F)F)ccc1C(=O)N1CCCCC1 the results were Giardia FBPA inh 2%, HCMV inh 12, Sm TGR inh -1%, AmpC detergent -3%, AMA1-RON2 inh 4% and AmpC inh no detg -2%.
O=C1CS(=O)(=O)C2(C(=O)N(Cc3ccccc3)c3ccccc32)N1c1ccc(F)c(Cl)c1 (centres undefined) was read as HCMV inh -3, Sm TGR inh 7% and AmpC detergent 16%.
COc1ccc(-c2nnn(CCc3nn[nH]n3)n2)cc1OC was read as Giardia FBPA inh inconclusive, HCMV inh inconclusive, Sm TGR inh -3%, AmpC detergent -10%, AMA1-RON2 inh -6% and AmpC inh no detg -11%.
CN1C(=C2C(=O)OC(C)(C)OC2=O)Sc2ccccc21 was read as Giardia FBPA inh 5%, HCMV inh -29, Sm TGR inh 9%, AmpC detergent -1%, AMA1-RON2 inh 4% and AmpC inh no detg -2%.
For Cc1cccc(OP(=O)(Oc2ccccc2)OC(c2ccccc2)C(F)(F)F)c1 (centres undefined) the results were Giardia FBPA inh -5%, HCMV inh 32, Sm TGR inh -15%, AmpC detergent inconclusive, AMA1-RON2 inh 11%[11.6 µM] and AmpC inh no detg -1%.
For CCOC(=O)c1c(NC(=O)CN2CCOCC2)sc2c1CCCC2=O the results were Giardia FBPA inh -1%, HCMV inh 8, Sm TGR inh 0%, AmpC detergent -9%, AMA1-RON2 inh 33%[activator] and AmpC inh no detg 43%.
`Cc1cccc(NC(=S)NC(C)C(c2cccs2)N2CCN(C)CC2)c1C` (centres undefined) gave Giardia FBPA inh 10%, HCMV inh -4, Sm TGR inh 1%, AmpC detergent 2%, AMA1-RON2 inh -6% and AmpC inh no detg 0%.
For O=C(Cn1cc(/C=C\[N+](=O)[O-])c2ccccc21)Nc1ccccc1 the results were Giardia FBPA inh 4%, HCMV inh inconclusive, Sm TGR inh 39%[activator], AmpC detergent 1%, AMA1-RON2 inh 1% and AmpC inh no detg -38%.
Screening O=C(NCC1CCN(c2ccc(S(=O)(=O)N3CCOCC3)cc2)CC1)c1ccc(Cl)cc1 returned Giardia FBPA inh 1%, HCMV inh inconclusive, Sm TGR inh 0%, AmpC detergent -7%, AMA1-RON2 inh 1% and AmpC inh no detg 25%.
`Cc1cc(C(=O)CN2C(=O)NC3(CCCCC3)C2=O)c(C)n1-c1ccc2c(c1)OCO2` gave Giardia FBPA inh 3%, HCMV inh 18, Sm TGR inh -6%, AmpC detergent -6%, AMA1-RON2 inh -26% and AmpC inh no detg -13%.
CC1=C(C#N)C(Nc2cccc(C)n2)(C(F)(F)F)C(=O)N1 (centres undefined) was read as Giardia FBPA inh 7%, HCMV inh -25, Sm TGR inh 0%, AmpC detergent -2%, AMA1-RON2 inh 14% and AmpC inh no detg -4%.
For COc1ccc(C2c3c4c(n(C)c3CCN2C)CCN(C)C4c2ccc(OC)cc2)cc1 (centres undefined) the results were Giardia FBPA inh -6%, HCMV inh -25, Sm TGR inh -8%, AmpC detergent 2%, AMA1-RON2 inh 0% and AmpC inh no detg -12%.
`CNC(=O)CCc1nc(-c2ccc(C(C)(C)C)cc2)no1` gave Giardia FBPA inh -1%, HCMV inh -23, Sm TGR inh -2%, AmpC detergent 3%, AMA1-RON2 inh 1% and AmpC inh no detg 33%.

Random excerpt: two entries already listed
For Cc1nc(C(F)(F)F)ccc1C(=O)N1CCCCC1 the results were Giardia FBPA inh 2%, HCMV inh 12, Sm TGR inh -1%, AmpC detergent -3%, AMA1-RON2 inh 4% and AmpC inh no detg -2%.
`Cc1cc(C(=O)CN2C(=O)NC3(CCCCC3)C2=O)c(C)n1-c1ccc2c(c1)OCO2` gave Giardia FBPA inh 3%, HCMV inh 18, Sm TGR inh -6%, AmpC detergent -6%, AMA1-RON2 inh -26% and AmpC inh no detg -13%.

(cont.)
Cc1cccc(C(=O)NCCc2nc3ccccc3n2CCC(C)C)c1 was read as HCMV inh -21, Sm TGR inh 3% and AmpC detergent 18%.
For CCOC(=O)c1c(-c2ccc(OC)cc2)oc2ccc(OC(=O)N(C)C)cc12 the results were Giardia FBPA inh -5%, HCMV inh -21, Sm TGR inh 6%, AmpC detergent -1%, AMA1-RON2 inh -26% and AmpC inh no detg 117%[activator].
`CS(=O)(=O)c1ccc(Cl)c(NC(=O)COC(=O)/C=C/c2cnc3ccccc3n2)c1` gave Giardia FBPA inh 1%, HCMV inh 29, Sm TGR inh 2%, AmpC detergent 6%, AMA1-RON2 inh 2% and AmpC inh no detg -16%.
Cc1cccc(S(=O)(=O)c2c(N)n(Cc3ccco3)c3nc4ccccc4nc23)c1 was read as Giardia FBPA inh -2%, Sm TGR inh 18µM*, AmpC detergent -15%, AMA1-RON2 inh 34%[activator] and AmpC inh no detg -48%.
Cc1cccc(N2C(N)=NC(N)=NC23CCCCC3)c1 was read as Giardia FBPA inh -2%, HCMV inh -29, Sm TGR inh -3%, AmpC detergent -11%, AMA1-RON2 inh -11% and AmpC inh no detg -8%.
O=C(COc1ccccc1[N+](=O)[O-])OC1CCS(=O)(=O)C1 (centres undefined) was read as Giardia FBPA inh 6%, HCMV inh -16, Sm TGR inh -2%, AmpC detergent inconclusive, AMA1-RON2 inh -2% and AmpC inh no detg -23%.
N=c1n(Cc2ccc(Cl)cc2)c2ccccc2n1CC(O)c1ccco1 (centres undefined) was read as Giardia FBPA inh 0%, HCMV inh inconclusive, Sm TGR inh -1%[11.4 µM], AmpC detergent -1%, AMA1-RON2 inh -16% and AmpC inh no detg -8%.
`CN(C)c1ccc(NC(=O)c2ccc(Cn3cc([N+](=O)[O-])cn3)cc2)cc1` gave Giardia FBPA inh -22%, HCMV inh 37, Sm TGR inh -5%, AmpC detergent 9%, AMA1-RON2 inh -29% and AmpC inh no detg -22%.
`Cc1nc2nc(-c3cccnc3)nn2c(C)c1Cl` gave Giardia FBPA inh 3%, HCMV inh 34, Sm TGR inh -4%, AmpC detergent -4%, AMA1-RON2 inh 13% and AmpC inh no detg -21%.
`Cc1ccc(S(=O)(=O)N(C)C)cc1NC(=O)c1ccncc1` gave Giardia FBPA inh 2%, HCMV inh 41, Sm TGR inh 3%, AmpC detergent inconclusive, AMA1-RON2 inh 3% and AmpC inh no detg -9%.
CC(=O)c1cccc(-n2nnnc2SCC(=O)Nc2cc(C)on2)c1 was read as HCMV inh inconclusive, Sm TGR inh 5%, AmpC detergent -3%, AMA1-RON2 inh -12% and AmpC inh no detg -12%.
For CCOc1ccccc1N(C)S(=O)(=O)c1ccc2[nH]cc(C(=O)N(CCOC)CCOC)c(=O)c2c1 the results were Giardia FBPA inh -4%, HCMV inh -26, Sm TGR inh 0%, AmpC detergent inconclusive, AMA1-RON2 inh -5% and AmpC inh no detg 2%.
COc1ccc(CCNc2nc(SCc3cccc(Cl)c3)nc3ccccc23)cc1OC was read as HCMV inh 65, Sm TGR inh 0% and AmpC detergent -1%.
Screening Cc1nc2ccc(S(=O)(=O)Nc3cc(-c4nc5cccnc5s4)ccc3C)cc2s1 returned Giardia FBPA inh 18%, HCMV inh 284, Sm TGR inh -7%, AmpC detergent -3%, AMA1-RON2 inh -6% and AmpC inh no detg 38%.

Screening data from PubChem BioAssay.
